Source: PubChem BioAssay
LGR2 antag = Drosophila LGR2 receptor signaling inhibition; inhibition, % at 9.99 µM; HEK293 LGR2, CRE-luciferase, bursicon-stimulated, 4 h; AID 720647; 0.35% of 380,000 active;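 active = drop in luminescence signal, shown as inhibition above about 50% in the replicate tests, limit read from the data, passing the limit was not always enough; inconclusive = probably only some replicates passing the limit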;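 note: agonist challenge used bursicon conditioned medium at about half maximal strength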
PAX8 reporter = lowers PAX8-driven luciferase in RMG-I cells. RMG-I TPO-luciferase reporter, SteadyGlo, 24 h. inhibition, % at 12.6 µM. 1.2% of 360,000 active;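 active = mean replicate inhibition at least 60% with every replicate also reaching 60%; inconclusive = only one of the two criteria is met; inactive = mean below 60% and not all replicates reaching 60%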;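 note: luciferase light reporting Pax8 driven TPO promoter activity; plate controls were median of neutral control wells for no effect and mitoxantrone controls for full effect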
INS-1E GSIS act = GLuc luminescence reporter in INS-1E cells, primary screen for activators of glucose-dependent secretion of insulin | AID 743287 | 0.61% of 370,000 active | activation, % at 16.6 µM | INS-1E GLuc reporter insulin secretion, 2-3 h;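 active = lowest replicate activation of at least 40%, so every replicate reaches that level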;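 note: 0% = median of neutral control wells and 100% = median of IBMX positive control wells; some compounds called inactive have numbers as strong as hits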
PGC1a acetyl inh = lowers PGC1a acetylation signal in U2OS cells; AlphaScreen anti-acetyl-lysine; with virally co-expressed GCN5 acetyltransferase; inhibition, % at 15.6 µM; 0.17% of 350,000 active;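 active = every replicate shows inhibition of at least 40%; inconclusive = mean inhibition at least 40% but some replicate below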;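 note: 0% = neutral control wells and 100% = positive control wells; some results beyond the cut were filed as inactive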
ARNT-TACC3 inh = disrupts binding between human ARNT and TACC3; Q9Y6A5; AlphaScreen His-ARNT PAS-B/GST-TACC3 binding, luminescence; TACC3 fragment carries E629A point mutation; inhibition, % at 9.99 µM; 0.66% of 390,000 active;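 active = mean inhibition of replicates at least 50% and at least half of replicates each reaching 50%; inconclusive = half or more replicates reach 50% but mean below 50%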;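 note: 0% = complete ARNT plus TACC3 wells and 100% = ARNT alone without TACC3; many hits fall short of the cut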
PglD inh = inhibitors of Campylobacter jejuni PglD acetyltransferase. purified PglD enzyme, DTNB colorimetric CoA detection. inhibition, % at 12.5 µM. 0.098% of 360,000 active. AID 602405; in the data active = inhibition above about 16%, passing the limit was not always enough; inconclusive = no clear call, values can overlap the other calls; note: strong numbers were not always called active
Cneo AK release = causes C. neoformans cell lysis; adenylate kinase release luminescence, 4 h; normalised: neutral wells 0, clomiphene wells 100; lysis activity, % at 15 µM; 0.2% of 360,000 active;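 active = mean lysis activity across replicates of at least 80%, whatever share of replicates individually reach that level; inactive = mean lysis activity below 80%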
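Material: C. neoformans cells; Schedule: 4 h static compound exposure, 37 °C, read 1 h post-reagent; Measured by: adenylate kinase release luminescence; Read-out: signal increase indicating cell lysis; Controls: Clomiphene as positive lysis control.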
Statin myotox sup = suppression of simvastatin myotoxicity. rescue of ATP level, % at 7.49 µM. 0.78% of 330,000 active. C2C12 myotubes + simvastatin, ATP luminescence, 48 h; scaled: DMSO 0, geranylgeraniol control 100. AID 602340;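 active = mean ATP rescue above about 67%, or every replicate alone reaching that limit, limit read from the data, passing the limit was not always enough; inconclusive = no clear call, values can overlap the other calls; inactive = mean under the limit and some replicate under it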;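 note: myotubes were challenged with 10 µM simvastatin during compound exposure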
Active calls of the source: *; u = inconclusive; x = no result given; & = joins results of further samples.

SMILES	LGR2 antag	PAX8 reporter	INS-1E GSIS act	PGC1a acetyl inh	ARNT-TACC3 inh	PglD inh	Cneo AK release	Statin myotox sup
CCn1c(CCNC(=O)c2ccc(Cl)cc2Cl)n[nH]c1=S	10.5	x	6.8	-13.0	-7.0	2.7	-2.4	9.1
Nc1nnc(SCC(=O)NNC(=O)c2ccc(Cl)cc2)s1	-11.9	-12.8	34.2	x	-1.1	-1.7	2.0	4.9
CCOC(=O)NC(=O)/C(C=Nc1ccc(Cl)c(Cl)c1Cl)=C(\C)O	-6.7	19.5	-7.1	x	-1.5	x	x	x
C[C@@H]1CCCCO[C@H](CN(C)C(=O)CCCN(C)C)[C@H](C)CN([C@@H](C)CO)C(=O)c2cc(N(C)C)ccc2O1	9.4	-10.6	20.8	2.3	-2.9	-0.2	12.3	-10.2
Cc1ccsc1C(=O)N1CCC1(C)C(=O)Nc1ccc2c(c1)OCCO2 (stereo not given)	1.2	-7.2	-0.6	x	x	1.6	20.2	1.3
O=C(NCc1ccncc1)Nc1ccccc1Cl	x	2.7	10.3	-5.2	-3.5	-2.5	19.9	116.3*
O=C1NC(CCO)C(=O)NC1CCO (stereo not given)	5.5	10.1	-8.6	1.2	-16.3	1.9	0.3	3.4
CC(C)NC(=O)N(C)C[C@@H]1Oc2ccc(NC(=O)CCCCCC(=O)Nc3ccccc3N)cc2C(=O)N([C@@H](C)CO)C[C@H]1C	-8.7	x	9.1	4.2	-5.5	-2.3	-2.2	x
COc1ccccc1-n1c(CNC(=O)c2ccc(S(=O)(=O)N3CCOCC3)cc2)n[nH]c1=S	11.2	x	-10.3	13.4	-1.6	1.6	1.2	-22.8
Cc1cnc(NC(=O)c2ccc3ncsc3c2)s1	3.2	-131.6	-7.1	x	-2.1	x	x	x
O=C(CSc1nc2ccccc2o1)Nc1nc2c(s1)CCCC2	25.5	-26.6	0.0	-6.9	-10.0	-4.2	-3.1	-0.3
CCCNC(=O)C[C@@H]1CC[C@@H]2[C@H](COC[C@H](O)CN2S(=O)(=O)c2ccc(Oc3ccccc3)cc2)O1	-0.9	-5.1	-8.1	-5.9	-0.3	-4.8	7.8	11.1
O=C(N[C@@H]1CC[C@H](CCNC(=O)C2CCCC2)O[C@H]1CO)c1ccncc1	4.2	-0.5	12.4	-5.0	-6.5	-0.8	0.7	-0.2
CC(=O)N1[C@@H]2c3ccc(/C=C/c4ccccc4)c(=O)n3C[C@@H]2[C@@H](CO)[C@@H]1C(=O)Nc1nccs1	-2.1	16.2	-3.1	x	-7.3	2.7	51.0	28.4
Cc1nc(CNC(=O)C2CCC(=O)N(Cc3cccc(F)c3)C2)sc1C (stereo not given)	-7.5	-5.1	-2.7	x	1.4	0.2	-1.0	x
Cc1ccc(NCc2nnc(SCC(=O)O)n2-c2ccc(C)cc2)cc1	-9.1	-6.0	5.0	-2.6	3.7	-3.5	-0.7	1.5
O=C(Oc1ccc(Br)cc1)C1CC(=O)N(c2ccc(F)cc2)C1 (stereo not given)	-2.2	x	-26.8	x	-6.8	3.4	-1.1	-1.6
CCN1CCN(C(=O)CN(c2ccccc2C)S(C)(=O)=O)CC1	x	x	x	-3.6	2.2	-0.8	-0.5	-13.6
CCCNC(=O)N[C@@H]1CC[C@H](CC(=O)NCCc2ccccc2)O[C@H]1CO	13.4	-7.5	-2.9	6.1	2.4	0.6	1.5	1.8
Cc1ccc(C2=NOC3(CC(=O)N(c4ccc(C)cc4)C3=O)C2)cc1 (stereo not given)	-2.9	4.0	1.5	x	-6.1	x	x	x
CCCCCCCC1CC(=O)C=C(C)C1C(=O)OCC (stereo not given)	-0.2	-5.4	6.5	-2.6	x	4.7	0.7	15.5
O=C(CN1C(=O)NC2(CCCC2)C1=O)OCc1ccc(Br)cc1	14.4	-19.6	7.7	x	-6.3	1.0	2.1	-7.6
CC(C)N(CCO)C(=O)CCc1nnc(Cc2cccc(C(F)(F)F)c2)o1	x	-12.2	x	-0.1	-3.0	1.9	-0.3	-10.6
Cc1ccc(NC(=O)CSc2nc(N)c3c4c(sc3n2)CSC(C)(C)C4)cc1	10.1	30.1	-8.5	x	-3.2	x	x	x
COc1ccc(S(=O)(=O)N(C)C[C@H]2Oc3c(NS(C)(=O)=O)cccc3C(=O)N([C@@H](C)CO)C[C@H]2C)cc1	-8.8	-10.1	2.5	-14.3	x	0.4	1.0	9.4
COCCSc1nnc(NC(=O)Cc2ccc(OC)cc2)s1	-7.9	-1.6	9.4	x	-6.0	-13.5	-1.3	10.1
CNC[C@H]1OCCCC[C@@H](C)Oc2ccc(NC(=O)Nc3ccc4c(c3)OCO4)cc2C(=O)N([C@H](C)CO)C[C@@H]1C	-14.3	-12.0	-0.2	5.6	35.3	-0.7	-0.3	-15.0
CC(=O)c1ccc(-c2ccc(C(=O)N(C)Cc3nc4ccccc4c(=O)[nH]3)o2)cc1	4.7	-5.1	6.5	-4.0	-8.8	1.8	0.1	-2.5
COC(=O)c1cc(COc2ccc3ccc(=O)oc3c2)c(C)o1	x	-12.1	x	3.7	-11.4	0.8	0.0	0.0
CCOC(=O)c1nnn(-c2nonc2N)c1CNc1ccc(C)c(Br)c1	x	8.5	x	-20.6	-23.3	-1.4	1.9	-6.9
Nc1nc(NC(=O)/C=C/c2ccccc2)nn1-c1ccccc1	19.2	-5.9	-0.4	14.5	19.7	x	x	2.7
Cc1ccc2c(c1)oc(=O)n2CC(=O)c1ccccc1	2.3	4.8	-4.2	4.7	1.5	x	x	10.6
COCc1cccc(-c2csc(C(C)(O)c3ccc(OC)cc3)n2)c1 (stereo not given)	0.0	-1.8	-13.6	x	x	5.6	-0.7	-9.6
CCC(=O)Nc1ccc2nn(-c3ccc(F)cc3)nc2c1	x	-146.8	x	10.0	-5.8	-6.7	-5.6	-5.9
CC(=O)n1cc([C@H]2C=C(C(=O)Nc3ccccc3)O[C@@H](OCc3ccc(CO)cc3)C2)c2ccccc21	x	x	x	x	-34.6	-2.7	2.3	8.7
N#Cc1ccc(NC(=O)COC(=O)c2ccc(F)c(S(=O)(=O)N3CCOCC3)c2)cc1	0.1	-8.1	-16.0	-1.5	22.4	3.2	0.8	-2.0
O=c1[nH]c(=S)n(-c2cccc(C(F)(F)F)c2)c(O)c1C=NCCN1CCNCC1	2.9	-7.3	8.5	x	-23.1	-0.9	-6.5	-7.2
Cc1cccc(Cc2c(C)nc3nc(SCC(=O)O)nn3c2C)c1	11.8	2.1	1.4	1.3	21.8	x	x	x
O=C(Nc1cccc(S(=O)(=O)N2CCCCC2)c1)c1ccc([N+](=O)[O-])o1	-0.2	76.3*	-36.6	-225.7	5.5	-7.1	6.3	52.5
COc1cccc(CNC(=O)COC(=O)c2ccc(-c3ccc(O)cc3)cc2)c1	-7.5	x	8.4	-3.7	x	-4.1	-0.7	-0.1
COc1cc(C(=O)NC2CCN(CC(=O)Nc3cccc(C)c3C)CC2)cc(OC)c1OC	14.3	-1.0	-2.1	x	-2.2	-1.8	-2.2	2.7
O=S(=O)(c1cccs1)N1CCC(CO)(Cc2ccc(Cl)cc2)CC1	9.6	13.3	-22.9	-4.9	0.6	x	x	x
Nn1c(SCC(=O)NC2CCCCC2)nnc1C1CC1	x	-8.4	x	0.3	17.1	-210.6	0.5	1.3
C=CCNc1nc(Nc2ccccc2F)nc(OCC)n1	-67.6	-172.4	19.0	-4.2	5.4	x	x	-9.8
COc1cccc(C2=CC(c3cccc(OC)c3OC(F)F)n3nnnc3N2)c1 (stereo not given)	x	x	x	11.1	5.8	0.6	-0.9	3.3
C[C@H](CO)N1C[C@H](C)[C@H](CN(C)Cc2cccc3c2OCCCO3)OCc2ccccc2-c2c(n(C)c3ccccc23)C1=O	-2.0	-9.5	-8.0	-13.0	x	x	x	x
CC(=O)Oc1c(Cl)cc(N(C(C)=O)S(=O)(=O)c2ccccc2)c2ccccc12	15.3	19.5	-41.0	-3.1	x	8.3	0.2	x
COC1(C)CN(Cc2ccccc2Br)[C@H](/C=C/c2ccccc2)[C@H](Cc2ccccc2)O1 (stereo not given in full)	x	-3.9	x	u	8.8	1.3	-14.0	x
CC(C)CC#Cc1cnc2c(c1)C(=O)N([C@@H](C)CO)C[C@@H](C)[C@@H](CN(C)C(=O)Nc1ccccc1F)O2	-5.3	x	-23.5	-1.5	5.5	-12.4	-4.3	x
CC(=O)Nc1ccc(NC(=O)C2CCN(S(=O)(=O)c3ccc4c(c3)OCCO4)CC2)cc1	-20.7	-0.9	7.5	x	-7.7	-3.0	0.5	-3.2

(list continues)
SMILES	LGR2 antag	PAX8 reporter	INS-1E GSIS act	PGC1a acetyl inh	ARNT-TACC3 inh	PglD inh	Cneo AK release	Statin myotox sup
COc1cc2c(cc1OC)CN(c1ccc([N+](=O)[O-])cc1C#N)CC2	16.4	13.6	-19.6	x	2.8	x	x	x
COc1ccc2c(CC#N)c[nH]c2c1	x	-7.9	x	9.9	-2.7	2.0	2.4	x
Cc1ccc(S(=O)(=O)N2C[C@H]3C(=O)C[C@@H](c4ccccc4C)N(S(=O)(=O)c4ccc(C)cc4)[C@H]3C[C@H]2c2ccccc2)cc1	-27.2	22.4	14.2	-8.7	x	1.6	1.5	0.7
CC(C)COc1cccc(C(=O)NC(=S)NCc2cccnc2)c1	0.1	13.7	-14.7	-15.0	5.9	-1.6	25.6	x
S=C(NCC1CCCO1)Nc1cccc2ccccc12 (stereo not given)	1.0	-4.1	8.5	-3.5	x	0.6	0.5	-3.1
Cc1ccc(S(=O)(=O)Nc2cccc3c2O[C@@H](CN(C)S(=O)(=O)c2cn(C)cn2)[C@H](C)CN([C@@H](C)CO)C3=O)cc1	3.6	-10.4	-1.8	5.7	-5.6	2.4	-1.7	-15.2
COc1ccc(CC(NC(C)=O)C(=O)N2CCN(C(=O)N(C(C)C)C(C)C)CC2)cc1 (stereo not given)	-6.0	x	-13.3	8.0	-1.5	-0.6	2.6	-5.2
Cc1ccc(C)c(NC(=O)CCC(=O)N/N=C/c2cccnc2)c1	-24.2	x	5.7	x	-4.1	1.8	0.9	-1.9
CC(C)NC(=O)Nc1ccc2c(c1)C(=O)N([C@@H](C)CO)C[C@@H](C)[C@H](CN(C)S(=O)(=O)c1cn(C)cn1)OCCCC[C@H](C)O2	1.9	-9.6	32.8	7.4	-15.9	-3.2	-1.9	x
O=c1c2[nH]c3ccccc3c2ncn1Cc1ccncc1	x	10.1	x	-5.9	-4.9	-2.0	1.0	-8.4
Cc1ccc2[nH]c(=O)c(CN(Cc3nnnn3C3CCCC3)C3CCCCC3)cc2c1	x	x	x	5.6	0.4	2.2	-2.0	-10.2
CC(C)OCCCNC(=O)CN1C(=O)CC(C)(C)S(=O)(=O)c2ccccc21	-3.2	-0.7	1.3	x	-2.2	-2.8	1.4	-2.2
Cc1ccccc1NC(=O)COc1ccc(S(=O)(=O)N2CCCC2)cc1C	1.7	14.7	14.1	x	-2.5	1.7	-8.4	-0.8
C[C@H]1CN([C@@H](C)CO)C(=O)c2cc(NC(=O)Nc3cccc4ccccc34)ccc2O[C@@H]1CN(C)Cc1ccc(-c2ccccc2)cc1	10.7&5.4	37.6	0.3&-9.1	-14.8&-10.7	-0.5&1.4	-1.2&3.1	30.9&-0.9	30.5
CCOC(=O)C1CCN(C(=O)COc2ccc(Cl)cc2)CC1	x	-4.5	x	-2.1	-5.5	2.1	1.0	17.3
